Screening data (PubChem BioAssay)
RMI-FANCM inh = RMI-FANCM interaction inhibition. Fluorescence polarization, RMI core complex with F-MM2 peptide; stronger effect = lower value. FP signal (polarization) at 33 µM. AID 1159607. actives 0.58% (n = 70,000); in the data active = FP signal below about 40; also: inactives centre near 61; strong numbers were not always called active; unit not given here
* marks the source's active call; other numbers are inactive results; & = joins results of further samples. The list is partial; count on the stated rates, not on these rows.

RMI-FANCM inh | compound
66 | CCOC(=O)c1c(NC(=O)CC2Sc3ccccc3NC2=O)sc(C)c1C (stereo unspecified)
68 | Cn1ccc(C(=O)N2CCNC(=O)C2(C)C)n1
73 | COc1ccc(Cl)cc1NC(=O)C(=O)NCC1CCN(C(C)C)CC1
68 | CCCS(=O)(=O)NCCOc1ccc2nnc(-c3ccccc3Cl)n2n1
75 | Cc1ccc2cccc(Oc3nc(C)nc4sc5c(c34)CCCC5)c2n1
67 | CS(=O)(=O)c1ccccc1NC(=O)/C=C/c1ccc2c(c1)OCO2
61 | CC(=O)Nc1ccc(S(=O)(=O)Oc2ccc(C(C)=O)cc2)cc1
47 | COc1ccc(C(=O)NC(=O)Nc2cccc(C(F)(F)F)c2)cc1OC1CCCC1
59 | Cc1ccc(C2C(C(=O)c3cc4ccccc4o3)=C(O)C(=O)N2CCN2CCOCC2)o1 (stereo unspecified)
66 | Cc1nnc(SCC(=O)N2CCCCCC2)c2c1cnn2-c1ccccc1
53 | Cc1c(Cl)cccc1N=Cc1ccc(N(C)C)cc1
72 | CC(C)(CCl)C(=O)N1CCN(c2ccc(-c3cccnc3)nn2)CC1
54 | CCOC(=O)/C(=C(/C)Nc1ccc(F)cc1)C1CC(=O)N(c2ccc(C(=O)OCC)cc2)C1=O (stereo unspecified)
56 | Cc1ccc(CSC2=NCN(C(C)(C)C)CN2)cc1
69 | CCn1nccc1C(=O)N=c1sc2cc(F)ccc2n1CCOC
63 | Cc1cccc(N2CCN(S(=O)(=O)CCN3C(=O)CCCC3=O)CC2)c1
52 | COc1ccccc1N1CCN(C(=O)c2ccc(C)cc2)CC1
65 | CCn1c(CCNC(=O)c2ccccc2OC)nc2ccccc21
58 | CC1=CC(=O)N(c2ccc(C)cc2)C1c1ccc(Cl)cc1 (stereo unspecified)
60 | Cc1ccc(N2CCN(S(=O)(=O)c3ccccc3)CC2)cc1Cl
72 | O=C(CC1CCCCN1S(=O)(=O)c1ccccc1)Nc1ccc(OC(F)(F)F)cc1 (stereo unspecified)
52 | CCOc1ccccc1NC(=O)Nc1ccc(CC#N)cc1
73 | CCOc1ccc(C(=O)CSc2nccn(-c3cccc(F)c3)c2=O)cc1
54 | CCCS(=O)(=O)/C(C#N)=C/Nc1ccc2c(c1)OCCO2
61 | CCOC(=O)c1oc2ccccc2c1NC(=O)c1ccc(Br)s1
65 | CCC(C)NC(=O)Cc1csc(Nc2ccccc2)n1 (stereo unspecified)
66 | CCN(C1CCCCC1)S(=O)(=O)c1ccc(C(=O)Nc2cc(C)nn2C)cc1
52 | N#CCCC(C#N)(CCC#N)c1ccccc1
65 | COc1ccc(NC(=O)CSc2nnc3ccc(-c4ccncc4)nn23)cc1
60 | CN(C)CCCN1C(=O)C(O)=C(C(=O)c2cc3ccccc3o2)C1c1cccnc1 (stereo unspecified)
66 | COc1ccc(Cl)cc1C(=O)NCCc1sc(-c2ccc(F)cc2)nc1C
63 | COc1cc(/C=N\NC(=O)CNS(=O)(=O)c2ccc(C)cc2)ccc1O
64 | CC(=O)Nc1ccc(C)cc1-c1nc2ccccc2[nH]c1=O
55 | COC(=O)C(Cc1ccccc1)NC(=O)C(N)CC(=O)O (stereo unspecified)
77 | Cc1cc(C)c2c(n1)sc1c(Cl)ncnc12
69 | CN(C)C(C#N)c1ccc(Cl)cc1Cl (stereo unspecified)
68 | COc1c(C)cc(S(=O)(=O)Nc2ccc3c(c2)N(C(=O)c2cccs2)CC3)cc1C
63 | O=C(NCCn1ncc2c(N3CCN(c4ncccn4)CC3)ncnc21)c1ccc2ccccc2c1
58 | CC(C)C(=O)NC(Nc1sc2c(c1C#N)CCCC2)C(Cl)(Cl)Cl (stereo unspecified)
53 | Cc1nc(C(F)(F)F)ccc1C(=O)NNC(=O)c1cc(C)n(C(C)(C)C)n1
52 | c1cncc(Nc2nc(-c3cccs3)cs2)c1
60 | O=C1CCc2cc(NS(=O)(=O)C3CCCCC3)ccc2N1
33 | O=C1c2cccc3cccc(c23)C(=O)N1CCc1ccc(S(=O)(=O)Nc2ccc(F)cc2)cc1
74 | COc1ccc2nc(-c3cccc(NC(=O)C(c4ccccc4)c4ccccc4)c3)cn2n1
61 | Cc1cc(C)c2c(=O)[nH]c(SCC(=O)N(C)C)nc2n1
53 | COc1ccc(S(=O)(=O)N2CCN(c3ccc(-n4nc(C)cc4C)nn3)CC2)c(C)c1C
59 | O=C(CSc1ncnc2c1cnn2-c1ccc(Cl)cc1)Nc1cccc([N+](=O)[O-])c1
52 | O=C(NCC(c1ccco1)S(=O)(=O)c1cccs1)OCc1ccccc1 (stereo unspecified)
62 | Cn1c(C2CCCN(S(C)(=O)=O)C2)nn(CC(=O)N2CCCC2)c1=O (stereo unspecified)
63 | Cc1ccc(C)c(Cn2nc(C3CCN(S(C)(=O)=O)CC3)n(-c3cccs3)c2=O)c1
76 | C=CCn1c(SCC(=O)NCC2CCCO2)nc2scc(-c3ccc(F)cc3)c2c1=O (stereo unspecified)
93 | O=C(CN1C(=O)c2ccccc2C1=O)Nc1nc(-c2ccc(Cl)c(Cl)c2)cs1
59 | Cc1c(NC(=O)c2ccc([N+](=O)[O-])cc2Cl)c(=O)n(-c2ccccc2)n1C
56 | NS(=O)(=O)c1ccc(NNC(=O)C2CCN(C(=O)OCc3ccccc3)CC2)cc1
69 | O=C(CC1CCCCC1)NCCCn1nc(-c2ccc(F)cc2)ccc1=O
68 | COc1ccc2nc(-c3ccc(OC)c(NC(=O)c4cccc(C(F)(F)F)c4)c3)cn2n1
63 | Nc1nc(-c2nccs2)cc(C(F)(F)F)n1
64 | CCc1cccc(NC(=O)CSc2ncc(S(=O)(=O)c3cccc(C(F)(F)F)c3)c(=O)[nH]2)c1
57 | CCc1cc2c(NC(Cc3c[nH]c4ccccc34)C(=O)O)ncnc2s1 (stereo unspecified)
55 | COCCCNC(=O)c1nc2ccccc2c(=O)n1/N=C\N(C)C

Next part.
RMI-FANCM inh | compound
54 | Clc1ccc(Nc2nc3ccc(Cl)cc3c(-c3ccccc3)c2-c2cc(-c3ccccc3)c3cc(Cl)ccc3n2)cc1
57 | COCC(=O)Nc1c(C)nc2c(C)cccn2c1=O
82 | COc1ccc2nc(N(CCN(C)C)C(=O)c3ccc4ccccc4c3)sc2c1
72 | CCc1ccc(NC(=O)CCc2csc(NC(=O)c3ccc(F)cc3)n2)cc1
100 | N#Cc1ccc(Cl)cc1NC(=O)C(=O)NCC1CCN(Cc2cccs2)CC1
80 | O=C(NCc1ccco1)C1CCCN(c2ccc(-c3ccc(Cl)cc3)nn2)C1 (stereo unspecified)
54 | O=C(O)COCC(=O)Nc1cccc(C(=O)O)c1
59 | CCCS(=O)(=O)N1CCCc2ccc(NC(=O)c3cc4ccccc4oc3=O)cc21
61 | CCN(C(=O)C1CCN(c2ccc(-c3cccs3)nn2)CC1)c1ccccc1
68 | COCCN1CCC(CNS(=O)(=O)c2ccc(OC)cc2)CC1
53 | C/C(=N/NC(=S)NCC1CCCO1)c1cccs1 (stereo unspecified)
55 | O=C1/C(=C/c2ccco2)N2CCC1CC2
60 | CCCCOc1ccc(C(=O)NCc2nnc(SCC(=O)Nc3nnc(C)s3)n2-c2cccc(C(F)(F)F)c2)cc1
56 | Cc1ccc(/C=C/C(=O)O)cc1S(=O)(=O)NCc1cccnc1
56 | CCOc1ccc(C(=O)/C=C/C(=O)O)cc1
54 | Cc1c(C)c(C)c(S(=O)(=O)N=C(N)N)c(C)c1C
66 | CC(C)CCNC(=O)CCCCn1c(=O)c2ccccc2n(CC(=O)Nc2cccc(Cl)c2)c1=O
49 | O=c1cc(CN2CCc3ccccc3C2)occ1OCc1ccc([N+](=O)[O-])cc1
67 | CCOc1ccc(C)cc1S(=O)(=O)Nc1ccc2c(c1)C(=O)Nc1ccccc1O2
58 | O=C(CN1CCC(C(=O)NCC2CCCO2)CC1)Nc1ccc(F)cc1 (stereo unspecified)
35* | COc1ccc(-c2nnc(NC(=O)/C=C/c3ccccc3Cl)o2)c(OC)c1
63 | COc1ccc(CNC(=O)c2ccc3c(c2)OCO3)c(OC)c1
103 | Cc1cc(C)cc(C(=O)Nc2cccc(-c3cn4c(C)csc4n3)c2)c1
68 | O=C(COc1ccc(F)cc1)NCCCn1nc(-c2ccc(F)cc2)ccc1=O
59 | O=S(=O)(NCc1csc(-c2cccnc2)n1)c1cccs1
53 | CCOC(=O)C(C)(Sc1nc(N)c(C#N)c(SC)c1C#N)C(=O)OCC
53 | CCS(=O)(=O)c1cccc(C(=O)Nc2ccc(C)cc2C(=O)c2ccccc2)c1
56 | CSc1ccc(Cl)cc1NC(=O)C(F)(F)F
60 | CC1=C2CCCC2CC/C1=N/NC(N)=O (stereo unspecified)
57 | Cc1csc2ncnc(N3CCC(C(=O)O)CC3)c12

Some of these compounds in order of molar mass, ascending:
RMI-FANCM inh | compound
55 | O=C1/C(=C/c2ccco2)N2CCC1CC2
60 | CC1=C2CCCC2CC/C1=N/NC(N)=O (stereo unspecified)
56 | CCOc1ccc(C(=O)/C=C/C(=O)O)cc1
54 | O=C(O)COCC(=O)Nc1cccc(C(=O)O)c1
56 | CSc1ccc(Cl)cc1NC(=O)C(F)(F)F
57 | Cc1csc2ncnc(N3CCC(C(=O)O)CC3)c12
53 | C/C(=N/NC(=S)NCC1CCCO1)c1cccs1 (stereo unspecified)
63 | COc1ccc(CNC(=O)c2ccc3c(c2)OCO3)c(OC)c1
56 | Cc1ccc(/C=C/C(=O)O)cc1S(=O)(=O)NCc1cccnc1
59 | O=S(=O)(NCc1csc(-c2cccnc2)n1)c1cccs1
68 | COCCN1CCC(CNS(=O)(=O)c2ccc(OC)cc2)CC1
103 | Cc1cc(C)cc(C(=O)Nc2cccc(-c3cn4c(C)csc4n3)c2)c1
35* | COc1ccc(-c2nnc(NC(=O)/C=C/c3ccccc3Cl)o2)c(OC)c1
49 | O=c1cc(CN2CCc3ccccc3C2)occ1OCc1ccc([N+](=O)[O-])cc1
61 | CCN(C(=O)C1CCN(c2ccc(-c3cccs3)nn2)CC1)c1ccccc1
68 | O=C(COc1ccc(F)cc1)NCCCn1nc(-c2ccc(F)cc2)ccc1=O
53 | CCS(=O)(=O)c1cccc(C(=O)Nc2ccc(C)cc2C(=O)c2ccccc2)c1
67 | CCOc1ccc(C)cc1S(=O)(=O)Nc1ccc2c(c1)C(=O)Nc1ccccc1O2
59 | CCCS(=O)(=O)N1CCCc2ccc(NC(=O)c3cc4ccccc4oc3=O)cc21
66 | CC(C)CCNC(=O)CCCCn1c(=O)c2ccccc2n(CC(=O)Nc2cccc(Cl)c2)c1=O
60 | CCCCOc1ccc(C(=O)NCc2nnc(SCC(=O)Nc3nnc(C)s3)n2-c2cccc(C(F)(F)F)c2)cc1

(cont.)
RMI-FANCM inh | compound
62 | O=C(O)c1nnn(Cc2ccccc2)c1C(=O)O
61 | C=CCc1c(C)c(C#N)c2nc3ccccc3n2c1Cl
63 | CC12CCC(C(=O)O)(C/C1=N/Nc1ccccc1)C2(C)C (stereo unspecified)
64 | Nc1nc(SCC(=O)NC2CCCCC2)ncc1S(=O)(=O)c1cccs1
61 | O=C(c1ccc([N+](=O)[O-])o1)N1CCN(Cc2nc(-c3ccco3)cs2)CC1
52 | Cn1/c(=N\N=c2\oc3ccccc3n2C)oc2ccccc21
49 | COc1cc(NC(=O)CCOc2ccc(F)cc2)cc(OC)c1OC
59 | CCOc1cc(C(=O)Nc2ccc(S(=O)(=O)Nc3nccs3)cc2)cc(OCC)c1OCC
62 | O=C(NCCC1=CCCCC1)C(=O)NCCC1CCCCN1S(=O)(=O)c1ccc(F)cc1 (stereo unspecified)
61 | Cc1nc(-c2cc(-c3ccccc3)c(C(F)(F)F)s2)sc1C(=O)O
53 | CSc1nc(Nc2cccc([N+](=O)[O-])c2)cc(C(F)(F)F)c1C#N
56 | O=C(NNC(=O)C1COc2ccccc2O1)c1cc2cc([N+](=O)[O-])ccc2s1 (stereo unspecified)
67 | CCN(CC)c1ccc(C(C)=O)c(O)c1
67 | O=C(Cn1c(=O)n(Cc2cccs2)c(=O)c2ncccc21)OCc1ccccc1
104 | O=C(COC(=O)c1cc(=O)[nH]c2ccccc12)c1ccc(Cl)cc1Cl
54 | CCOCC(=O)Nc1cccc(-n2c(C)nc3ccccc3c2=O)c1
59 | CCOc1ccccc1NC(=O)c1n[nH]nc1Nc1cccc(F)c1
59 | CC(C)=CCc1c(O)cc(C)oc1=O
-6* | Nc1ccc(Oc2cccnc2)nc1
53 | O=S(=O)(Nc1ccc(-c2ccc(N3CCOCC3)nn2)cc1)c1ccc2ccccc2c1
59 | CC(=O)c1c(N2CCN(C(=O)c3ccco3)CC2)nc(=S)n(-c2ccccc2)c1C
67 | COc1ccc(Cl)cc1NC(=O)C(=O)NCC(c1cccc2ccccc12)N1CCCC1 (stereo unspecified)
65 | Cc1cccc(NC(=O)C(=O)NC2CC2)c1
62 | CCCCCn1c(SCc2cccc([N+](=O)[O-])c2)nc2cc(C(=O)N3CCOCC3)ccc2c1=O
66 | COCC(=O)Nc1ccc2c(c1)N(C(=O)C1CC1)CC2
62 | C#CCN=C(NS(=O)(=O)c1c(C)noc1C)SC
64 | Cc1cc(=O)n2c(-c3ccc(NS(=O)(=O)c4ccc(F)cc4)cc3)csc2n1
69 | O=C(Cc1cn(Cc2ccccc2)c2ccccc12)NC1CCCC1
59 | O=C(NCc1ccc(F)cc1)N1CCC(c2nnc(C3CC3)o2)CC1
54 | CCO/C=C(\C#N)S(=O)(=O)c1ccccc1
68 | Cn1c(=O)n(CC(N)=O)c(=O)c2c1nc1n2CCCN1C1CCCCC1
56&71 | COc1ccccc1NC(=O)c1ccc(NS(=O)(=O)c2cc(C)ccc2C)cc1
74 | CCn1nc(C(=O)Nc2ccc(-c3nc4ccccc4[nH]3)cc2)cc1C
62 | COc1ccc(NC(=O)c2csc(Nc3ccc(S(C)(=O)=O)cc3)n2)cc1OC
67 | COCCNC(=O)Cn1cc(-c2nnc(C)o2)c2ccccc21
79 | Cc1ccc(-c2ccc(=O)n(Cc3nc(-c4cccs4)no3)n2)cc1C
65 | O=c1ccc(-c2ccco2)nn1CCCNS(=O)(=O)c1ccc(C(F)(F)F)cc1
48 | C=CCNC(=S)NNC(=O)c1ccc2ncccc2c1
68 | NS(=O)(=O)Cc1ccccc1F
55 | CC(=O)c1cc([N+](=O)[O-])c(O)cc1O
65 | O=C(NCCc1ccccc1)C(=O)Nc1cccc(N2CCCS2(=O)=O)c1
57 | COc1ccc(Cl)cc1NC(=O)C1(c2cccs2)CCOCC1
69 | CC(O)(CNCc1ccc(Cl)cc1)CSc1cccc(Cl)c1 (stereo unspecified)
68 | COc1ccc(CC(=O)Nc2ccc(SC)nn2)cc1
